Bioassay records as filed in PubChem BioAssay.
APJ antagonist: APJ receptor antagonism; P35414; CHO-K1 APJ beta-arrestin complementation, luminescence; inhibition, % at 20 µM; 330,000 compounds, 0.32% hits; AID 2521;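 active = inhibition above about 40% at 20 µM, limit read from the data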;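 note: cells challenged with 10 nM apelin-13 agonist together with compound; plate controls were apelin-13 plus DMSO wells for no effect and DMSO wells lacking apelin-13 for full effect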
Target sequence (P35414 whole entry, looked up): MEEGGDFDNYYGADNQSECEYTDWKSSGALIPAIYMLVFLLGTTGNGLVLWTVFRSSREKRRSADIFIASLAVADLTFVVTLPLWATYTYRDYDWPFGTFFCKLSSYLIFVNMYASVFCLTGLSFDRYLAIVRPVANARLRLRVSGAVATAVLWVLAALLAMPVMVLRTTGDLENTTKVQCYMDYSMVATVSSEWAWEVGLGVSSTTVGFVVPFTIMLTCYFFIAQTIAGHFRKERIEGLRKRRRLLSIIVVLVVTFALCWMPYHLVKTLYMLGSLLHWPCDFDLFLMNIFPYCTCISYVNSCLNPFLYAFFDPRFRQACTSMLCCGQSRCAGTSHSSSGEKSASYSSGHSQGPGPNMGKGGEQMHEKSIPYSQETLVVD
tim10-1 inh: inhibits growth of tim10-1 mutant yeast. S. cerevisiae tim10-1 ts strain growth, BacTiter-Glo, 24 h. inhibition, % at 20 µM. 330,000 compounds, 2.2% hits;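 active = inhibition of at least 40%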;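 note: mutant grown at 25 °C; 0% = DMSO wells with yeast and 100% = wells holding no yeast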
NALP3 yeast inh: NALP3 inhibition in yeast | Yeast reconstituted NLRP3/ASC/caspase-1, beta-gal luminescence, 24 h | inhibition, % at 10 µM | 330,000 compounds, 0.39% hits;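 active = inhibition of 50% or more; inactive = inhibition below 50%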;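 note: plate controls were induced DMSO wells for no effect and uninduced yeast grown without galactose for full effect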
MIN6 prolif: inducers of beta-cell replication in MIN6 cells. MIN6 cells proliferation, ATPlite luminescence, 48 h; cells starved in 0.2% serum; 100% = growth in 10% serum. proliferation, % at 10 µM. 330,000 compounds, 0.29% hits;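 active = compounds whose signal lies at least 3.5 SD above the mean of all wells on their plate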;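 note: 0% = DMSO-treated cells in low-serum medium and 100% = 10% serum control; some compounds called inactive have numbers as strong as hits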
MPTP inh: permeability transition pore inhibition. isolated mouse mitochondria, Ca2+ swelling absorbance, 30 min. inhibition, % at 10 µM. 360,000 compounds, 1.4% hits;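 active = inhibition of 50% or more, scaled per plate between neutral and stimulator controls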;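 note: 0% = DMSO wells given calcium and 100% = 1 mM EGTA wells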
APJ agonist: agonists of human APJ apelin receptor; CHO-K1 APJ PathHunter beta-arrestin, luminescence; 0% DMSO wells, 100% apelin; AID 2520; P35414; activation, % at 20 µM; 330,000 compounds, 0.11% hits;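 active = activation more than six SD over the plate average, tested at 20 µM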;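 note: 0% = DMSO alone and 100% = apelin-13 at 10 nM; some results filed as inactive read as strong as hits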
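system = engineered CHO-K1 APJ arrestin reporter cells | input = 1000 cells per well | timing = overnight seeding, 90 min compound at 25 °C, 1 h detection | measured by = enzyme-fragment complementation luminescence | read-out = beta-arrestin recruitment to APJ as agonist activity, luminescent signal | control set = negative DMSO alone, positive Apelin-13 at 10 nM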
TIM10 inh: growth inhibitors of TIM10 yeast strain | AID 463195 | S. cerevisiae TIM10 strain growth, BacTiter-Glo luminescence, 24 h | inhibition, % at 10 µM | 330,000 compounds, 1.4% hits;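 active = inhibition of 40% or more at the single tested concentration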;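 note: wild-type TIM10 isogenic control strain grown at permissive 25 °C; 0% = DMSO yeast wells and 100% = minimal medium wells without yeast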
tim23-1 inh: growth inhibitors of tim23-1 mutant yeast; 330,000 compounds, 1.3% hits; inhibition, % at 20 µM; S. cerevisiae tim23-1 growth, BacTiter-Glo luminescence, 24 h;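 active = growth inhibition of the mutant yeast at or above 50%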;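 note: temperature-sensitive mutant grown at 25 °C; plate controls were DMSO-treated mutant yeast for no effect and medium wells lacking yeast for full effect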
GRIN3A LBD mod: modulates the human NR3A ligand-binding domain. NR3A LBD differential scanning fluorimetry, Tm shift; 0% = protein alone, 100% = glycine-bound protein. Tm shift relative to glycine control, % at 25 µM. 340,000 compounds, 2.5% hits;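 active = melting temperature shift of at least 10% of the positive control shift, at one fixed dose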
Active calls of the source: *; . = no result given.

[1] CC1(C)CC(NC(=O)C2CCCCC2)CC(C)(C)N1
[2] Cc1ccccc1NC(=O)C1Cc2ccccc2C(=O)O1 (stereo unspecified)
[3] Clc1cccc(Cl)c1CNC1CCCC1
[4] COc1ccc(OC)c(NC(=O)Cn2cc(C#N)c3cc(Br)ccc32)c1
[5] Cc1cc2c(c(C)c1Br)C(c1ccc3c(c1)OCO3)CC(=O)O2 (stereo unspecified)
[6] COc1cc(/C=C/C(=O)OCC(=O)NCc2ccco2)ccc1OC(F)F
[7] Cc1ccccc1-c1ocnc1C(=O)Nc1ccccc1NC(=O)c1ccccn1
[8] COc1cc([N+](=O)[O-])ccc1NC(=S)N1CCN(c2ccccn2)CC1
[9] COc1ccc(-n2c(SCC(N)=O)nc3sc4c(c3c2=O)CCN(C)C4)cc1
[10] O=[N+]([O-])c1cccc(C2NCC(c3ccccc3Cl)c3c2[nH]c2ccccc32)c1 (stereo unspecified)
entry no.,1,2,3,4,5,6,7,8,9,10
tim23-1 inh,-17,8,-10,4,45,7,50*,27,2,58*
MPTP inh,-0.4,-0.4,-0.8,0.5,-1.6,0.6,-1.6,-0.6,-3.4,3.9
APJ antagonist,14,-2,5,3,.,19,0,-11,-2,29
APJ agonist,-2,-4,-7,-3,.,-2,-1,-3,-2,-2
GRIN3A LBD mod,-1,0,-2,15*,-1,14*,1,-1,6,9
MIN6 prolif,1,-3,4,-3,.,-2,-2,-1,-1,-6
NALP3 yeast inh,17,2,-6,10,.,15,17,20,18,3
TIM10 inh,-2,-25,-12,25,10,-1,35,9,-10,63*
tim10-1 inh,-16,14,-20,16,10,-9,34,-18,10,59*

Down the list, quoted from above.
Nos. 1–6 in MIN6 prolif read 1, -3, 4, -3, ., -2
Nos. 1–6 in tim23-1 inh read -17, 8, -10, 4, 45, 7
Nos. 1–6 in NALP3 yeast inh read 17, 2, -6, 10, ., 15

More structures.
[11] CCc1cccc(NC(=O)CC2SC(N3CCCC3)=NC2=O)c1 (stereo unspecified)
[12] OCCCNc1ncnc2oc(-c3ccccc3)c(-c3ccccc3)c12
[13] N#Cc1nc(COc2ccccc2)oc1N1CCC(Cc2ccccc2)CC1
[14] Cc1nn(CCc2nn[nH]n2)c2nc(-c3ccc(C4CCCCC4)cc3)cc(C(F)(F)F)c12
[15] CN(C)C(=O)CCC(=O)N1CCCCC1C(=O)Nc1ccc(Oc2ccccc2F)cc1 (stereo unspecified)
[16] Cc1cccc(N2CCN(C(=O)C3CCN(c4nnc(-n5cccc5)s4)CC3)CC2C)c1 (stereo unspecified)
[17] Cc1ccc(S(=O)(=O)N2CCCC(C(=O)NCc3cccnc3)C2)cc1Cl (stereo unspecified)
[18] Cc1onc(-c2ccccc2Cl)c1C(=O)OCC(=O)Nc1cccc(S(=O)(=O)N2CCOCC2)c1
[19] C#CCSc1nnc(C)c(C)n1
[20] COc1ccc(C(=O)Nc2ccc(S(=O)(=O)N(C)c3ccccc3)cc2)cc1
entry no.,11,12,13,14,15,16,17,18,19,20
tim23-1 inh,-10,16,12,9,15,27,4,11,-2,48
MPTP inh,-1.0,0.0,13,59*,0.2,-0.2,-0.3,0.3,-0.3,36
APJ antagonist,11,13,-2,-11,-9,10,-4,-9,3,8
APJ agonist,-4,-2,-4,-1,-1,-1,-2,-1,-2,0
GRIN3A LBD mod,-1,-2,3,-2,-1,-1,-1,-13,1,-12
MIN6 prolif,-2,0,-2,-7,-3,-1,-1,-1,-1,-3
NALP3 yeast inh,6,-5,-4,13,11,15,6,6,6,15
TIM10 inh,-5,1,11,6,3,22,11,5,-2,10
tim10-1 inh,-8,-20,20,30,15,28,19,24,-4,3

[21] CCCC(CCC(=O)Nc1nccs1)C(=O)O (stereo unspecified)
[22] O=C(O)c1cccc(S(=O)(=O)Nc2ccc3c(c2)OCO3)c1
[23] CCOC(=O)COc1cc(Br)c(C2NC(=O)NC(C)=C2C(C)=O)cc1OCC (stereo unspecified)
[24] Cc1ccc(C)c(NC(=O)c2cc3c([nH]c4ccccc43)c(C)n2)c1
[25] CCOc1cnc(-c2c(-c3c(F)cccc3Cl)noc2C)o1
[26] COc1cc(C2C(C#N)=C(N)N(N(C)C)C3=C2C(=O)CC(C)(C)C3)cc(OC)c1OC (stereo unspecified)
[27] O=c1cc(CO)oc(C(Nc2ccccn2)c2ccsc2)c1O (stereo unspecified)
[28] O=S1(=O)CC=C(CSC(=S)NC2CCS(=O)(=O)C2)C1 (stereo unspecified)
[29] NS(=O)(=O)c1ccc(CCNC(=O)CCNC(=O)c2ccco2)cc1
[30] Cc1ccc2c(SCC(=O)NCc3ccco3)nc(-c3ccc(F)cc3)nc2c1
entry no.,21,22,23,24,25,26,27,28,29,30
tim23-1 inh,16,3,5,-2,4,-1,-9,-9,15,-8
MPTP inh,-0.4,2.0,-0.4,-0.8,0.7,1.0,.,-2.7,1.3,-0.8
APJ antagonist,-5,-9,15,6,-4,5,16,29,2,33
APJ agonist,-2,0,-6,-5,0,1,-8,-3,0,-3
GRIN3A LBD mod,1,-3,0,0,2,-1,.,1,-2,0
MIN6 prolif,-3,-3,-1,-3,-3,-2,1,-2,-1,-3
NALP3 yeast inh,5,5,7,10,24,13,11,11,2,7
TIM10 inh,-5,11,2,2,-46,-4,4,26,5,-17
tim10-1 inh,-8,6,2,-7,1,6,2,4,4,15

2 entries from above, with each value named.
21. CCCC(CCC(=O)Nc1nccs1)C(=O)O (stereo unspecified)
  tim23-1 inh = 16
  MPTP inh = -0.4
  APJ antagonist = -5
  APJ agonist = -2
  GRIN3A LBD mod = 1
  MIN6 prolif = -3
  NALP3 yeast inh = 5
  TIM10 inh = -5
  tim10-1 inh = -8
22. O=C(O)c1cccc(S(=O)(=O)Nc2ccc3c(c2)OCO3)c1
  tim23-1 inh = 3
  MPTP inh = 2.0
  APJ antagonist = -9
  APJ agonist = 0
  GRIN3A LBD mod = -3
  MIN6 prolif = -3
  NALP3 yeast inh = 5
  TIM10 inh = 11
  tim10-1 inh = 6

One compound at a time, from the list above. Screens in order: tim23-1 inh | MPTP inh | APJ antagonist | APJ agonist | GRIN3A LBD mod | MIN6 prolif | NALP3 yeast inh | TIM10 inh | tim10-1 inh
Listed for O=C(O)c1cccc(S(=O)(=O)Nc2ccc3c(c2)OCO3)c1 → 3 | 2.0 | -9 | 0 | -3 | -3 | 5 | 11 | 6
Listed for CCCC(CCC(=O)Nc1nccs1)C(=O)O (stereo unspecified) → 16 | -0.4 | -5 | -2 | 1 | -3 | 5 | -5 | -8
Listed for O=S1(=O)CC=C(CSC(=S)NC2CCS(=O)(=O)C2)C1 (stereo unspecified) → -9 | -2.7 | 29 | -3 | 1 | -2 | 11 | 26 | 4

Next section.
[31] Brc1ccccc1CN1CCC(Cc2ccccc2)CC1
[32] CCC1CN(C(=O)Nc2cccc(C)c2)c2cc(C)ccc2O1 (stereo unspecified)
[33] Cc1[nH]c(=O)[nH]c(=O)c1S(=O)(=O)N1c2ccc(F)cc2CCC1C (stereo unspecified)
[34] COc1ccc2c(c1OC)C(=O)N1C(C(=O)O)Cc3c([nH]c4ccccc34)C21 (stereo unspecified)
[35] Cc1cccc(NS(=O)(=O)c2ccc(C(=O)NCC(c3ccco3)N3CCCCC3)cc2)c1C (stereo unspecified)
[36] COc1cc(/C=C(\NC(C)=O)C(=O)NC(C)(C)C)ccc1OC(C)=O
[37] O=C(Cc1ccccc1[N+](=O)[O-])NC1CC1
[38] COc1ccc(N(C)C(=O)Cc2c(C(=O)O)[nH]c3ccccc23)c(OC)c1
[39] COc1ccc(CN(C)C(=O)c2cccc(S(=O)(=O)N3CCN(c4ccccc4)CC3)c2)c(OC)c1OC
[40] COc1ccc(/C=N/Nc2nc(-c3cccnc3)nc3ccccc23)cc1OC
entry no.,31,32,33,34,35,36,37,38,39,40
tim23-1 inh,8,22,6,14,2,1,5,22,15,42
MPTP inh,0.3,0.4,1.1,0.8,0.9,-1.0,-1.3,-1.2,34,2.4
APJ antagonist,4,13,9,4,3,-27,-2,-7,-27,-5
APJ agonist,-2,-4,-2,-4,0,1,-1,-2,-2,5
GRIN3A LBD mod,1,1,-1,-2,-1,-3,1,-2,-2,-18
MIN6 prolif,2,-4,1,1,-1,-1,0,1,-3,-1
NALP3 yeast inh,16,25,-4,-8,5,6,3,15,17,-7
TIM10 inh,-6,8,0,17,-2,-25,-4,16,11,17
tim10-1 inh,13,15,9,17,-14,19,-5,0,22,26

[41] CCC(=O)Nc1nc2ccccc2n1Cc1ccccc1Cl
[42] Cc1ccc(NC(=O)NCC2CCN(Cc3cc(C)ccc3Cl)CC2)c(C)c1
[43] Cc1ccnc(NC(=O)Nc2ccc(Br)cc2Cl)c1
[44] Nc1nonc1-n1nnc(C(=O)N/N=C/c2c(Cl)cccc2Cl)c1CSC1=NCCS1
[45] COc1ccc2c(CC(=O)N[C@@H](Cc3ccccc3)C(=O)O)cc(=O)oc2c1C
[46] Cc1cc(C(=O)NC(C)C2CCCO2)cs1 (stereo unspecified)
[47] COc1ccc(S(=O)(=O)N2CCCC2CNC(=O)C(=O)Nc2cccc(F)c2)cc1 (stereo unspecified)
[48] O=C(c1oc(=O)c2ccccc2c1-c1ccccc1)N1CCC(O)CC1
[49] COc1cc(CCC(C)NCc2ccccc2)ccc1O (stereo unspecified)
[50] COc1ccc(OC)c(Nc2nc(NCCCN(C)C)nc(N)c2[N+](=O)[O-])c1
entry no.,41,42,43,44,45,46,47,48,49,50
tim23-1 inh,6,6,17,-10,16,-4,4,12,0,20
MPTP inh,0.1,1.7,0.8,2.0,-0.4,-0.9,-0.4,-0.8,0.6,2.9
APJ antagonist,-2,-18,-5,-31,1,12,6,11,3,0
APJ agonist,-2,-4,-5,-1,1,-3,-2,0,-3,7
GRIN3A LBD mod,2,-18,-6,-2,2,0,-3,0,1,1
MIN6 prolif,-3,-5,0,0,-1,1,-1,-1,-2,-4
NALP3 yeast inh,11,7,4,8,6,-4,15,0,6,19
TIM10 inh,24,-28,9,-3,-11,-7,-3,3,0,-13
tim10-1 inh,9,-5,16,1,22,12,4,5,6,-1

[51] COc1ccc(-c2noc(N3CCC(C(=O)Nc4ccc(F)cc4F)CC3)n2)cc1
[52] O=C(NCCc1ccccc1)c1c(F)c(F)c(F)c(F)c1F
[53] COc1ccc(N=c2cc(-c3ccc(OC)cc3)oc3ccccc23)cc1
[54] O=c1c2ccccc2nc(SCc2ccc([N+](=O)[O-])cc2)n1-c1ccc(Cl)cc1
[55] Cc1ccc(C)c(NS(=O)(=O)c2ccc(OCC(=O)NCc3ccco3)cc2)c1
[56] O=C(O)CN1CCN(Cc2ccccc2F)C1=O
[57] Cc1ccc(C(=O)NCC(=O)NCC(c2cccs2)N(C)C)cc1C (stereo unspecified)
[58] O=C(c1cc2ccccc2cc1O)N1CCCC(C(F)(F)F)C1 (stereo unspecified)
[59] CCN(C[C@H]1N[C@@](Cc2ccccc2)(C(=O)OC)[C@H]2C(=O)N(C)C(=O)[C@@H]12)C(=O)Nc1ccc(C(F)(F)F)cc1
[60] CC(=O)c1sc(NC(=O)c2cc3c(C)nn(-c4ccccc4)c3s2)nc1C
entry no.,51,52,53,54,55,56,57,58,59,60
tim23-1 inh,-9,7,51*,-9,15,0,5,32,9,3
MPTP inh,-0.3,0.2,27,2.4,-3.5,-3.6,0.6,-0.3,0.5,0.4
APJ antagonist,-7,-13,-4,16,4,-6,-4,-15,-7,0
APJ agonist,12,-3,0,-3,1,-1,-3,-4,-3,-5
GRIN3A LBD mod,0,-1,-14,-5,5,0,-1,2,-1,0
MIN6 prolif,-3,-2,0,-2,-1,-1,-5,-3,-2,0
NALP3 yeast inh,18,32,27,8,9,11,9,-4,9,-9
TIM10 inh,-13,-1,30,9,11,13,0,4,0,3
tim10-1 inh,-1,0,27,26,5,0,9,10,8,9
